Source: PubChem BioAssay
PI5P4Ka inh = inhibitors of human PI5P4K alpha; PI5P4Kalpha enzyme, ADP-Glo luminescence, 60 min; hits give low values; max response, %; 330,000 compounds, 1.2% hits; P48426; active = max response of -50% or lower; inconclusive = between -30% and -50%; inactive = -30% or higher; note: value at the top dose of about 77 µM; % is set by controls: 0 for no effect and ±100 for the full control effect
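Controls without substrate or without enzyme flank wells where PI5P4Kalpha converts substrate using 5 microM ATP (final). Incubation lasts 60 minutes at room temperature; ADP formed is read by ADP-Glo luminescence.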
WRN helicase inh = inhibitors of human WRN helicase | Q14191 | WRN helicase unwinding, fluorescent forked duplex, kinetic | Potency, µM (doses to about 114 µM), inactives show top-dose activity change, negative = inhibition, actives largely listed as inhibitors | 360,000 compounds, 0.46% hits | AID 651768; note: potency is the fitted concentration of half-maximal effect; % is set by controls: 0 for no effect and ±100 for the full control effect; nearly all actives have a fitted effect of over 55% in size
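Primary qHTS, 1536-well format. 20 nM WRN + compound, 15 min RT; start with 100 nM forked fluorophore/quencher duplex, 2 mM ATP (final); kinetic read ex 525/em 598 nm.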
GLP-1R agonist = activates the human GLP-1 receptor; HEK293 GLP-1R CRE-luciferase, luminescence, 4-6 h; cells express a hypersensitive GLP-1R form; 380,000 compounds, 0.007% hits; AID 624172; Potency, µM (top dose mostly 45.6 µM), without a hit: at the top dose activation, most hits filed as activators; P43220; note: potency is the fitted concentration of half-maximal effect; % of control where 0% means no effect
Target sequence (P43220 whole entry, looked up): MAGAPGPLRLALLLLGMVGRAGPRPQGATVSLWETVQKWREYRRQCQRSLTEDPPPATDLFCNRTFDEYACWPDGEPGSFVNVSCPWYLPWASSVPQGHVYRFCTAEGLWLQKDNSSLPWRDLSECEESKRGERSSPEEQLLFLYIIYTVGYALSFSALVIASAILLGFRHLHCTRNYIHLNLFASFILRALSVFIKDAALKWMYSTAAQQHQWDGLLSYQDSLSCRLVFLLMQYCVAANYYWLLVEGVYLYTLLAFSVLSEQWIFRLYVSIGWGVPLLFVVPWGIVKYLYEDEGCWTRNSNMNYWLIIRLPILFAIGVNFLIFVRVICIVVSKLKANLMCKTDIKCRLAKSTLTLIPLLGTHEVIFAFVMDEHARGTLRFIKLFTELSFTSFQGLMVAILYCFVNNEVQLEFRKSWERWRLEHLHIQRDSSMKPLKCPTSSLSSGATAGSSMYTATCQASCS
D3 antag = D3 dopamine receptor (human) antagonism | P35462 | D3R cells, DiscoveRx beta-arrestin luminescence, antagonist mode; hits give low values | max response, negative = inhibition, % | 360,000 compounds, 2.5% hits; in the data active = max response below about -50%; inconclusive = no clear call, values can overlap the other calls; note: % is set by controls: 0 for no effect and ±100 for the full control effect; mostly tested at two doses, the higher about 12 µM
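Cells expressing the human receptor were seeded at 1500 cells/well, incubated overnight at 37 degrees C in 5% CO2, then exposed to library compounds with dopamine controls for 90 minutes at 37 degrees C before luminescent detection.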
PLK1 PBD inh = PLK1 (human) polo-box domain binding inhibition; Potency, µM, for the others: max response, negative = inhibition, most hits filed as inhibitors; P53350; Plk1 PBD binding of FITC phosphopeptide, fluorescence polarization; AID 720504; 360,000 compounds, 2.8% hits; note: potency is the fitted concentration of half-maximal effect; series mostly up to about 57 µM; % is set by controls: 0 for no effect and ±100 for the full control effect; nearly all actives have a fitted effect of over 65% in size
Target sequence (P53350 whole entry, looked up, the tested form may be a part): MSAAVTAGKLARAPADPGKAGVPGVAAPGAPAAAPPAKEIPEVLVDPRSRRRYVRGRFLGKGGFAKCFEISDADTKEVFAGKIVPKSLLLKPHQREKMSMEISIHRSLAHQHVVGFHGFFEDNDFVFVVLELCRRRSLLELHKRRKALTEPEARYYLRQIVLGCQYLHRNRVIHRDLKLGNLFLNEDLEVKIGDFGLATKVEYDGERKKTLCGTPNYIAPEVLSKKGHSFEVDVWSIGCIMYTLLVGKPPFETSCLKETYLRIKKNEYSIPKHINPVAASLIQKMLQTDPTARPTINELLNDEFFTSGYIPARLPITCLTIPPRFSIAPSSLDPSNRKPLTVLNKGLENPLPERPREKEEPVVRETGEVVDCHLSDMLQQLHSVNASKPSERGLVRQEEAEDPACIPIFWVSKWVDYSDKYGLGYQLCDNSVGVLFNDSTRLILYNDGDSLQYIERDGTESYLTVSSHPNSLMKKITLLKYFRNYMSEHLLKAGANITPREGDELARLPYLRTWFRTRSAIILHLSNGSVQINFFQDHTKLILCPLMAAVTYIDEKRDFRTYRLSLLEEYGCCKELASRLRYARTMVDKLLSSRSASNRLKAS
GLP1R inv ag = GLP-1 receptor (human) inverse agonism. 410,000 compounds, 1.6% hits. Potency, µM (series often up to 38.3 µM), for inactives: at the highest dose activity change, negative = inhibition, actives largely listed as inhibitors. AID 624417. P43220. HEK293 GLP-1R CRE-luciferase, luminescence, 24 h; GLP-1R form is constitutively active; note: potency is the fitted concentration of half-maximal effect; % is set by controls: 0 for no effect and ±100 for the full control effect; nearly all actives have a fitted effect of over 55% in size
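Luminescence readout: a drop in cAMP-driven luciferase signal flags inverse agonism at a constitutively active GLP-1R stably expressed in HEK293. Compound exposure lasted 24 hr at 37 deg C, 5% CO2.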
DRD3 agonist = agonists of human D3 dopamine receptor; AID 652048; 410,000 compounds, 0.58% hits; P35462; D3R DiscoveRx beta-arrestin cells, luminescence, 90 min; max activation, %; in the data active = max activation above about 30%; note: 0% is about no effect; mostly tested at two doses, the higher about 12 µM
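Agonist-mode cell screen: cells plated at 1500/well and incubated overnight at 37 °C, then exposed to library compounds for 90 min at 37 °C. Detection reagent was added for 30–60 min at room temperature, and luminescence was read.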
HEK293 tox = cytotoxicity counter-screen for GLP-1 receptor inverse agonists. HEK293 cAMP-luciferase reporter cells, luminescence, 24 h. 410,000 compounds, 0.13% hits. AID 624418. Potency, µM (top dose mostly 38.3 µM), inactives show at the highest dose activity change, negative = inhibition, actives largely listed as inhibitors;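 note: loss of luciferase light is scored as toxicity; potency is the fitted concentration of half-maximal effect; % is set by controls: 0 for no effect and ±100 for the full control effect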
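Here, cytotoxicity is scored as loss of luminescence. The MLSMR collection was tested on cells seeded in medium containing 10% Nu serum, with a 24 hr compound exposure preceded by 12 hours of culture.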
IL-2 act = activators of IL-2; AID 652025; activation, % (series mostly up to about 46 µM); IL-2 activation reporter assay, cell-based qHTS; stimulated with anti-CD3/CD4/CD28 beads; in transgenic mouse T cells; 360,000 compounds, 0.065% hits; in the data active = activation above about 50%; inconclusive = mostly about 30% to 49%; note: 0% is about no effect
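Readout: EGFP and DsRed signals by fluorescent plate cytometry. Unstimulated transgenic mouse T cells received compound 60 min before antibody-bead stimulation, then incubated 18 h at 37 degrees C.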
* = called active by the depositor; [ ] = remark or other dose. Unless noted, calls come from the whole dose curve; as a rule, active = well fitted curve in the direction sought with a large enough effect; inconclusive = small, poorly fitted or top-dose-only effect, or another doubt; inactive = no such curve, though single readings can be large; an effect the other way counts as inactive or inconclusive. No enrichment for hits. About 7.8% of those tested had a hit in this group.

`COC(=O)CNC(=O)Cc1c(C)n(C(=O)c2ccc(Cl)cc2)c2ccc(OC)cc12` gave PI5P4Ka inh 1, WRN helicase inh -3%, GLP-1R agonist 8%, D3 antag -10, PLK1 PBD inh -11%, GLP1R inv ag inconclusive, DRD3 agonist 5, HEK293 tox -7% and IL-2 act -2.1.
`O=C(NCc1ccc(F)cc1)C(=O)Nc1nc(C23CC4CC(CC(C4)C2)C3)cs1` gave PI5P4Ka inh -3, WRN helicase inh -6%, GLP-1R agonist -20%, D3 antag 9, PLK1 PBD inh 0%, GLP1R inv ag inconclusive, DRD3 agonist -1, HEK293 tox -2% and IL-2 act -1.3.
Screening Cc1ccc(C(=O)N2CCc3ccccc32)cc1NC(=O)c1ccco1 returned PI5P4Ka inh 0, WRN helicase inh 0%, GLP-1R agonist 1%, D3 antag inconclusive, PLK1 PBD inh -8%, GLP1R inv ag -11%, DRD3 agonist -23, HEK293 tox 2% and IL-2 act -0.3.
COc1ccc(/C=C2\CN(Cc3ccccc3)C/C(=C\c3ccc(OC)cc3OC)C2=O)c(OC)c1 was read as PI5P4Ka inh -4, WRN helicase inh -9%, GLP-1R agonist 4%, D3 antag 7, PLK1 PBD inh -5%, GLP1R inv ag inconclusive, DRD3 agonist 25, HEK293 tox inconclusive and IL-2 act -1.4.
`CC(C)CCc1c(O)nc(SCC(C)C)[nH]c1=O` gave PI5P4Ka inh -16, WRN helicase inh 10%, GLP-1R agonist -1%, D3 antag 10, PLK1 PBD inh -4%, GLP1R inv ag 3%, DRD3 agonist 3, HEK293 tox -2% and IL-2 act 2.1.
O=C(O)c1cccc(-n2cccc2/C=C2\SC(=O)N(Cc3ccccc3F)C2=O)c1 was read as PI5P4Ka inh 0, WRN helicase inh inconclusive, GLP-1R agonist 6%, D3 antag 43, PLK1 PBD inh inconclusive, GLP1R inv ag 7%, DRD3 agonist 18, HEK293 tox -13% and IL-2 act 0.3.
For O=C(/C=C\c1cccs1)N1CCN(Cc2ccc3c(c2)OCO3)CC1 the results were PI5P4Ka inh -4, WRN helicase inh -3%, GLP-1R agonist 1%, D3 antag -11, PLK1 PBD inh -6%, GLP1R inv ag 11%, DRD3 agonist -22, HEK293 tox -2% and IL-2 act -0.5.
Cc1ccc(S(=O)(=O)NCC(=O)OCC(=O)N2CCN(C(=O)c3ccco3)CC2)cc1C was read as PI5P4Ka inh -7, WRN helicase inh -10%, GLP-1R agonist 2%, D3 antag -11, PLK1 PBD inh -5%, GLP1R inv ag 0%, DRD3 agonist -5, HEK293 tox -3% and IL-2 act -3.0.
`COc1ccccc1CCNC(=O)C1CCC(=O)N(Cc2ccccc2OC)C1` (configuration not stated) gave PI5P4Ka inh -12, WRN helicase inh -36%, GLP-1R agonist 2%, D3 antag -23, PLK1 PBD inh -9%, GLP1R inv ag 0%, DRD3 agonist -3, HEK293 tox 10% and IL-2 act -1.4.
For N#CCCN1CCN(S(=O)(=O)c2ccc(S(=O)(=O)NC3CCCC3)cc2)CC1 the results were PI5P4Ka inh 5, WRN helicase inh -2%, GLP-1R agonist 8%, D3 antag -26, PLK1 PBD inh -13%, GLP1R inv ag 4%, DRD3 agonist 3, HEK293 tox -20% and IL-2 act -1.0.
For Cc1ccc2cc(CCNC(=O)CC(C)(C)C)c(=O)[nH]c2c1C the results were PI5P4Ka inh -2, WRN helicase inh 2%, GLP-1R agonist 3%, D3 antag 21, PLK1 PBD inh -21%, GLP1R inv ag 10%, DRD3 agonist 6, HEK293 tox 0% and IL-2 act 4.9.
`CCOC(=O)N1CCN(C(=O)c2ccc(OC)cc2)CC1` gave PI5P4Ka inh 1, WRN helicase inh 0%, GLP-1R agonist -7%, D3 antag -3, PLK1 PBD inh inconclusive, GLP1R inv ag -2%, DRD3 agonist -2, HEK293 tox -7% and IL-2 act 0.8.
`O=C1Nc2cc(C(=O)NCCCN3CCOCC3)ccc2S/C1=C/c1cccc(Cl)c1` gave PI5P4Ka inh -51*, WRN helicase inh 5%, GLP-1R agonist 0%, D3 antag -23, PLK1 PBD inh -4%, GLP1R inv ag -4%, DRD3 agonist -16, HEK293 tox 4% and IL-2 act 0.7.
For CCOC(=O)/C=c1\s/c(=C(\C#N)C(N)=O)n(-c2ccccc2)c1=O the results were PI5P4Ka inh -1, WRN helicase inh -6%, GLP-1R agonist -3%, D3 antag 11, PLK1 PBD inh -19%, GLP1R inv ag 12%, DRD3 agonist 14, HEK293 tox 1% and IL-2 act -3.8.
CSc1nnc(SCc2nc3sc(C(=O)O)c(C)c3c(=O)[nH]2)s1 was read as PI5P4Ka inh -79*, WRN helicase inh 35µM*, GLP-1R agonist -3%, D3 antag 8, PLK1 PBD inh inconclusive, GLP1R inv ag 2%, DRD3 agonist -5, HEK293 tox 4% and IL-2 act 2.1.
Screening C(#Cc1ccccc1)CN1CCCCC1 returned PI5P4Ka inh 10, WRN helicase inh 4%, GLP-1R agonist 6%, D3 antag inconclusive, PLK1 PBD inh -4%, GLP1R inv ag -3%, DRD3 agonist -11, HEK293 tox -4% and IL-2 act 0.4.
Screening Cn1c(-c2ccccc2)cnc1NCc1ccccc1O returned GLP-1R agonist 0%, GLP1R inv ag 3%, DRD3 agonist -10 and HEK293 tox -5%.
For CCCCN1C(=O)C(NC(C)=O)c2ccccc21 (configuration not stated) the results were PI5P4Ka inh 0, WRN helicase inh 3%, GLP-1R agonist -6%, D3 antag 0, PLK1 PBD inh -3%, GLP1R inv ag 14%, DRD3 agonist 2, HEK293 tox -3% and IL-2 act 1.7.
For CC(O/N=C\c1ccccc1O)C(=O)Nc1ccccc1C(=O)N1CCOCC1 (configuration not stated) the results were PI5P4Ka inh -2, WRN helicase inh 9%, GLP-1R agonist 1%, D3 antag -12, PLK1 PBD inh -1%, GLP1R inv ag 0%, DRD3 agonist -3, HEK293 tox -28% and IL-2 act -0.6.
Screening C/C(=N/NC(=O)Cc1cccs1)c1ccco1 returned PI5P4Ka inh -20, WRN helicase inh -17%, GLP-1R agonist -1%, D3 antag -7, PLK1 PBD inh inconclusive, GLP1R inv ag 20%, DRD3 agonist -2, HEK293 tox -5% and IL-2 act -0.6.

Reprinted at random: two entries already listed, in no set order.
For CCCCN1C(=O)C(NC(C)=O)c2ccccc21 (configuration not stated) the results were PI5P4Ka inh 0, WRN helicase inh 3%, GLP-1R agonist -6%, D3 antag 0, PLK1 PBD inh -3%, GLP1R inv ag 14%, DRD3 agonist 2, HEK293 tox -3% and IL-2 act 1.7.
Screening C/C(=N/NC(=O)Cc1cccs1)c1ccco1 returned PI5P4Ka inh -20, WRN helicase inh -17%, GLP-1R agonist -1%, D3 antag -7, PLK1 PBD inh inconclusive, GLP1R inv ag 20%, DRD3 agonist -2, HEK293 tox -5% and IL-2 act -0.6.

(list continues)
Screening CCOC(=O)c1c(C)sc2c1N(C(C)=O)c1cc(Cl)ccc1S2 returned PI5P4Ka inh -1, WRN helicase inh -5%, GLP-1R agonist 7%, D3 antag -3, PLK1 PBD inh -15%, GLP1R inv ag 17%, DRD3 agonist -3, HEK293 tox 12% and IL-2 act -1.3.
CCC(C)c1ccc(NC(=O)COC(=O)c2nc3nccc(C)n3n2)cc1 (configuration not stated) was read as PI5P4Ka inh -2, WRN helicase inh 7%, GLP-1R agonist -6%, D3 antag 18, PLK1 PBD inh 3%, GLP1R inv ag 6%, DRD3 agonist -3, HEK293 tox 0% and IL-2 act -3.7.
OC(CCCCN1CCCCC1)c1ccccc1 (configuration not stated) was read as WRN helicase inh 1%, GLP-1R agonist -1%, D3 antag inconclusive, PLK1 PBD inh -9%, GLP1R inv ag -5%, DRD3 agonist -14, HEK293 tox -6% and IL-2 act 4.2.
Screening O=C(Nc1cccc(-c2nc3ccccc3s2)c1)c1ccc2c(c1)OCO2 returned WRN helicase inh -4%, GLP-1R agonist 0%, D3 antag 17, PLK1 PBD inh 1%, GLP1R inv ag 3%, DRD3 agonist 7, HEK293 tox inconclusive and IL-2 act -1.2.
OC(c1ccccc1)c1nc(-c2cc3ccccc3o2)cs1 (configuration not stated) was read as PI5P4Ka inh 13, WRN helicase inh -2%[57.1 µM], GLP-1R agonist 35%, D3 antag -3, PLK1 PBD inh -9%, GLP1R inv ag inconclusive, DRD3 agonist 4, HEK293 tox -7% and IL-2 act -0.5.
Screening O=C(COC(=O)COc1ccc(Cl)cc1Br)NC1CCCCCC1 returned PI5P4Ka inh 19, WRN helicase inh -13%, GLP-1R agonist 4%, D3 antag 11, PLK1 PBD inh -2%, GLP1R inv ag -3%, DRD3 agonist 0, HEK293 tox 4% and IL-2 act -0.5.
Screening CC(=O)N/C(=C\c1cccc([N+](=O)[O-])c1)C(=O)NC1CCCCC1 returned PI5P4Ka inh -6, WRN helicase inh -9%, GLP-1R agonist 0%, D3 antag 7, PLK1 PBD inh -11%, GLP1R inv ag -15%, DRD3 agonist 3, HEK293 tox 11% and IL-2 act 1.5.
Screening O=C(CNc1ccc(Cl)cc1)c1ccc(Br)cc1 returned PI5P4Ka inh -5, WRN helicase inh 6%, GLP-1R agonist 11%, D3 antag -11, PLK1 PBD inh -5%, GLP1R inv ag 0%, DRD3 agonist -10, HEK293 tox 9% and IL-2 act -0.5.
For Cc1ccc(-c2nn3c(C)nnc3c3ccccc23)cc1S(=O)(=O)N(C)CCO the results were PI5P4Ka inh -9, WRN helicase inh 9%, GLP-1R agonist 12%, D3 antag 29, PLK1 PBD inh 0%, GLP1R inv ag 97%[activator], DRD3 agonist 5, HEK293 tox -23% and IL-2 act 0.3.
Cc1cc(C)cc(N2C(=O)CC(Sc3ncn[nH]3)C2=O)c1 (configuration not stated) was read as PI5P4Ka inh 0, WRN helicase inh 0%, GLP-1R agonist -3%, D3 antag -15, PLK1 PBD inh 24µM*, GLP1R inv ag -3%, DRD3 agonist 4, HEK293 tox -5% and IL-2 act -0.7.
COc1ccc(C(=O)O/N=C(\N)c2ccc(OC)c(OC)c2)c(OC)c1 was read as PI5P4Ka inh 0, WRN helicase inh 6%, GLP-1R agonist 7%, D3 antag -1, PLK1 PBD inh -4%, GLP1R inv ag 97%[activator], DRD3 agonist 1, HEK293 tox -26% and IL-2 act -0.7.
Screening Nc1nonc1C(=O)N/N=C/c1ccc(Br)o1 returned PI5P4Ka inh 1, WRN helicase inh 7%, GLP-1R agonist -4%, D3 antag -11, PLK1 PBD inh -3%, GLP1R inv ag 1%, DRD3 agonist 9, HEK293 tox 8% and IL-2 act 1.3.
